# Screening data as filed in PubChem.
# E-sel inducer: E-selectin induction on HUVECs; P16581; HUVEC E-selectin immunofluorescence imaging; normalized: neutral wells 0, TNF-alpha wells 100; activation, % at 7.58 µM; hit rate 0.37% among 260,000; AID 686992;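 active = mean E-selectin-positive cell signal at least 10% of the positive control, reached in at least 60% of replicates, without over 20% cell loss; inconclusive = no rule given, readout overlaps actives, possibly toxicity-flagged; inactive = the rest, including those meeting only one limit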;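 note: in these data hits start at about 27%; measured in HUVEC primary endothelial cells; signal is the percent of cells scored E-selectin positive by PE staining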
#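 Test system: HUVEC | Signal: Immunofluorescence imaging | Read-out: Percent E-selectin-positive cells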
# CFTR F508del cor: correctors of CFTR F508del function in bronchial epithelial cells. CFBE cells, YFP halide quenching; stimulated with forskolin plus potentiator P3; % fluorescence drop versus neutral controls. hit rate 0.36% among 350,000. activity (quench increase), % at 7.58 µM. AID 720511;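 active = mean added fluorescence quench of at least 8% versus neutral control, with both replicates also reaching 8%; inconclusive = only one of the mean or replicate conditions met; inactive = mean below 8% and not both replicates reaching 8%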;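 note: cells transiently co-express mutant CFTR-F508del with the halide-sensitive YFP; corrector assay measuring rescue of mutant channel to the surface after 24 h compound exposure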
# RAD54 branch: RAD54 (human) branch migration inhibition. hit rate 0.14% among 360,000. Q92698. inhibition, % at 10.4 µM. RAD54 Holliday junction branch migration, FAM/BHQ fluorescence;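 active = mean normalized replicate activity at least 40 and at least half of replicates scoring 40 or more; inconclusive = only one of the two criteria met; inactive = mean below 40 and under half of replicates reaching 40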;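 note: 0% = median of neutral control wells and 100% = median of positive control wells; inhibitors cause a drop in the FAM fluorescence signal; in these data hits start at about 50%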
# Target sequence (Q92698 whole entry, looked up): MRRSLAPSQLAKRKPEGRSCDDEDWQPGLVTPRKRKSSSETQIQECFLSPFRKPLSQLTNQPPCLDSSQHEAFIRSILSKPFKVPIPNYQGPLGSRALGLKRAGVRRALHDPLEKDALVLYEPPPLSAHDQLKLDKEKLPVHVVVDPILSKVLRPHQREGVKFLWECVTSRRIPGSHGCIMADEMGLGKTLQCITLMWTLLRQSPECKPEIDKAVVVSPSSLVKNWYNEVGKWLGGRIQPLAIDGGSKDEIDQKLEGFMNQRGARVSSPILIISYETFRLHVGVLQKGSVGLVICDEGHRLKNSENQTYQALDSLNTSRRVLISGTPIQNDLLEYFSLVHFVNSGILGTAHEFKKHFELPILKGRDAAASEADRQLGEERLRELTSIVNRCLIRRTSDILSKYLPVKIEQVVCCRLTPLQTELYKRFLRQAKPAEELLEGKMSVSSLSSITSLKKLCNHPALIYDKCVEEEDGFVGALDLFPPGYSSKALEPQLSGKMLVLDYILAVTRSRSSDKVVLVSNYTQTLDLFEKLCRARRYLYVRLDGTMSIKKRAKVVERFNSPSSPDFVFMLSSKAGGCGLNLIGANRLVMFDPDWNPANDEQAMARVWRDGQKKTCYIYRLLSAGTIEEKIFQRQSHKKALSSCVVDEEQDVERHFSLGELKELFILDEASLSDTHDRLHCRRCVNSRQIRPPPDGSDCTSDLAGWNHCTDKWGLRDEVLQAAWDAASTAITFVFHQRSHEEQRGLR
# RAD52 anneal inh: RAD52 (human) annealing inhibition | recombinant RAD52 DNA annealing, FRET fluorescence | inhibition, % at 18.7 µM | hit rate 0.46% among 360,000 | AID 651710;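 active = every replicate showing at least 50% inhibition; inconclusive = mean inhibition at least 50% but not in every replicate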
# CASP6 VEID inh: blocks human caspase-6 cleavage activity; P55212; purified caspase-6, Z-VEID-R110 cleavage fluorescence; inhibition, % at 12.5 µM; hit rate 0.53% among 350,000; AID 686996;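 active = mean inhibition across replicates at least about 35%, with every replicate also reaching that limit, limit read from the data; inconclusive = only one of the two criteria met; inactive = neither criterion met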;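 note: 0% = median of neutral control wells and 100% = no fluorescence left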
# Target sequence (P55212 24-179 limits assumed): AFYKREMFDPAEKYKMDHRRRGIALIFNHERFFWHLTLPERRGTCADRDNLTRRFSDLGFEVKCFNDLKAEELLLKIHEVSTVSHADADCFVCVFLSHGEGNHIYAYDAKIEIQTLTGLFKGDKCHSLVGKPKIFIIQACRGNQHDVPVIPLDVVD
# Target sequence (P55212 194-293 limits assumed): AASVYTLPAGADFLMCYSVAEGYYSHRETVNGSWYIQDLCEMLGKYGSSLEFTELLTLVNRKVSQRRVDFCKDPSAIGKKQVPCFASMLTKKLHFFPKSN
# Xi reactivation: activators of X-chromosome reactivation in mouse fibroblasts; hit rate 0.055% among 360,000; XiGFP mouse fibroblasts, % GFP-positive cells imaging, 3 d; cells co-treated with 5-aza-dC sensitizer; scaled so ellipticine positive control = 100%; activation, % at 7.58 µM;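 active = mean normalized replicate activation at least 10% and every replicate at or above 10%; inconclusive = only one of the two criteria met; inactive = mean below 10% and not all replicates reach 10%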;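 note: 0% = median of on-plate neutral control wells and 100% = ellipticine 6 µM median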
#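 System: SV40-immortalized XiGFP fibroblast cells, line 68-5-11 / Incubation: 3-day compound exposure, then 15 min fixation at room temperature / Compound: single concentration per compound, delivered by pin transfer / Buffer or medium: DMEM plus 5-aza-dC sensitizer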
# INS-1E GSIS act: primary screen for activators of insulin secretion dependent on glucose, INS-1E cells, GLuc reporter luminescence; INS-1E GLuc reporter insulin secretion, 2-3 h; activation, % at 16.6 µM; hit rate 0.61% among 370,000; AID 743287;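 active = lowest replicate activation of at least 40%, so every replicate reaches that level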;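 note: 0% = median of neutral control wells and 100% = median of IBMX positive control wells; some compounds called inactive have numbers as strong as hits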
# DENV2 CPE rescue: DENV2-induced cell death inhibition. hit rate 1.7% among 350,000. CPE inhibition, % at 9.99 µM. AID 651640. DENV2-infected cells, cytopathic effect rescue, plate reader; in the data active = CPE inhibition above about 20%, passing the limit was not always enough; inconclusive = no clear call, values can overlap the other calls; tested in BHK-21 cells;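 note: 0% = median of neutral control wells and 100% = median of positive control wells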
# Numbers without * were called inactive; ? = inconclusive; · = not tested or not shown.
SMILES,E-sel inducer,CFTR F508del cor,RAD54 branch,RAD52 anneal inh,CASP6 VEID inh,Xi reactivation,INS-1E GSIS act,DENV2 CPE rescue
CCCOc1ccc(C(=O)Nc2ccc(S(=O)(=O)NC3=NCCCCC3)cc2)cc1,2.2,-2.0,7,-22,-4,0.0,2,1
CC(Sc1nncn1C)C(=O)Nc1ccc(N2CCCCC2)cc1 (configuration not stated),·,5.6,-4,-5,2,0.1,-2,-12
Cc1noc(C)c1NC(=O)Nc1cccc2c1O[C@@H](CN(C)Cc1ccc(Oc3ccccc3)cc1)[C@H](C)CN([C@@H](C)CO)C2=O,0.0,-2.0,9,7,-2,-1.3,-15,10
C[C@@H]1CN([C@@H](C)CO)C(=O)c2cccc(NS(=O)(=O)c3cccs3)c2O[C@@H]1CN(C)C(=O)NC1CCCCC1,-3.1,-1.4,1,-42,-2,-1.2,-15,-1
CCCNC(=O)Nc1ccc2c(c1)OC[C@@H](C)N(C(=O)C1CCOCC1)C[C@@H](C)[C@@H](OC)CN(C)C2=O,0.5,-3.7,·,·,·,-0.1,11,·
COc1ccc(NC(=O)Nc2ccc3c(c2)C(=O)N([C@H](C)CO)C[C@H](C)[C@@H](CN(C)Cc2ccc(Oc4ccccc4)cc2)O3)cc1,-0.4,-7.6,0,3,0,-0.4,1,-8
COC(=O)/C(=C\c1cccnc1)NC(=O)c1ccc(OCc2ccccc2)cc1,·,-4.7,-5,-11,-3,0.0,·,4
O=C(CNc1ccc2ccccc2c1)N/N=C/C=C/c1cccc([N+](=O)[O-])c1,-2.3,·,·,-3,2,0.6,1,1
CSCc1cc(N2CCOCC2)nc(-c2ccccc2)n1,·,2.9,0,-6,·,0.2,36,-2
O=C(CCC1CCCC1)Nc1cc(Cl)ccc1N1CCOCC1,·,2.1,-2,0,2,0.1,6,3
N=C1/C(=C\c2ccc(OC(=O)c3ccco3)cc2)C(=O)N=C2SC(N3CCCCC3)=NN12,-0.1,0.1,2,-4,2,0.3,-24,10
O=C(c1ccc(SCc2ccco2)c([N+](=O)[O-])c1)N1CCOCC1,·,0.4,·,-8,3,-0.1,9,-5
COc1ccc(CNC(=O)CN2CCN(S(=O)(=O)c3cc(Br)ccc3Br)CC2)cc1OC,·,-11,5,-8,0,0.8,-6,-4
CC(=O)Nc1ccc2c(c1)C(=O)N(C)[C@@H]1CC[C@@H](CC(=O)NCC3CCCCC3)O[C@@H]1CO2,0.4,-2.8,-13,·,·,-0.1,-7,-2
CCN(CC)C(=O)Cn1cc(C(=O)C(=O)NCc2ccco2)c2ccccc21,0.0,0.4,·,-149,2,0.3,10,-6
C[C@@H]1CN([C@H](C)CO)C(=O)Cc2cc(NS(C)(=O)=O)ccc2O[C@H]1CN(C)C,0.1,-1.5,16,-16,0,-1.1,7,9
Cn1c(C(=O)O)cc2c(=O)n3ccccc3nc21,1.8,-0.7,·,-12,0,0.0,7,-3
C[C@@H]1CCCCO[C@@H](CN(C)S(=O)(=O)c2ccccc2)[C@@H](C)CN([C@H](C)CO)C(=O)c2cc(NC(=O)Nc3ccc(C(F)(F)F)cc3)ccc2O1,0.0,-2.0,5,13,1,0.0,33,13
CCOc1ccc(CN2CCNC(=O)C2CC(=O)NCCCn2ccnc2)cc1 (configuration not stated),·,-0.3,·,-19,-49,0.1,-7,-4
C[C@@H]1CN([C@@H](C)CO)C(=O)c2cc(NC(=O)Nc3ccc(C(F)(F)F)cc3)ccc2O[C@@H]1CN(C)C(=O)Nc1ccc2c(c1)OCO2,-0.4,1.6,12,6,-1,-1.2,-5,10
CCNC(=O)C[C@H]1CC[C@@H]2[C@@H](COc3ccc(NC(=O)c4ccc(F)c(F)c4)cc3C(=O)N2C)O1,0.0,-0.4,-7,-5,0,0.0,4,-8
CCOC(=O)C1CCCN(C(=O)c2ccc(S(=O)(=O)N3CCOCC3)cc2)C1 (configuration not stated),-0.6,-1.7,0,-22,-56,0.0,0,-2
COc1ccc(-c2ccc3n(c2=O)C[C@@H]2[C@@H](CO)[C@H](C(=O)NC4CCC4)N(S(C)(=O)=O)[C@H]32)cc1,0.0,·,13,9,-2,0.7,9,-4
Cc1cc(C)c(OCCCCCn2ccnc2)c(C)c1,·,-2.3,-6,1,0,0.2,-10,-4
O=C1NC2(CCCCC2)C(=O)N1CC(=O)N(Cc1ccccc1)c1ccccc1,2.3,2.0,-3,0,1,-0.1,1,-7

# Some entries already given, showing only RAD52 anneal inh:
canonical_smiles	RAD52 anneal inh
O=C(c1ccc(SCc2ccco2)c([N+](=O)[O-])c1)N1CCOCC1	-8
COc1ccc(CNC(=O)CN2CCN(S(=O)(=O)c3cc(Br)ccc3Br)CC2)cc1OC	-8

# (next part)
SMILES,E-sel inducer,CFTR F508del cor,RAD54 branch,RAD52 anneal inh,CASP6 VEID inh,Xi reactivation,INS-1E GSIS act,DENV2 CPE rescue
Cc1ccc(S(=O)(=O)N2CC[C@@H]3[C@H]2c2cc(Br)ccc2N[C@@H]3CO)cc1,-0.3,1.2,5,-56,4,0.0,5,11
OCC(O)/C=N/Nc1nc(Nc2ccccc2)nc(Nc2ccccc2)n1 (configuration not stated),0.0,1.4,0,-11,-3,0.0,-8,11
O=C(N1CCN(c2ccccc2)CC1)C(F)(F)C(F)F,·,·,3,10,-2,·,-3,·
CC(C)C(=O)Nc1nnc(S(=O)(=O)N2CCCCCC2)s1,0.8,2.3,0,0,-1,0.4,·,?
C#CCN1C(=O)C(O)(CC(=O)c2ccc3c(c2)OCCO3)c2ccccc21 (configuration not stated),·,-0.6,-2,8,-1,0.1,1,-1
Cc1cc(C)cc(N2C(=O)c3nccnc3C2=O)c1,-0.4,-1.5,-15,-9,-1,0.0,6,4
CCOC(=O)c1ccc(NC(=O)CSCCC(=O)O)cc1,1.4,1.4,-6,-5,1,-0.1,11,-2
C[C@H](CO)N1C[C@H](C)[C@H](CN(C)Cc2ccccc2)Oc2ccc(NC(=O)Nc3ccccc3)cc2CC1=O,·,2.2,16,7,-2,0.6,-15,0
C[C@@H]1CN([C@H](C)CO)C(=O)c2cc(C#Cc3ccccc3)cnc2O[C@H]1CN(C)C(=O)c1ccccc1F,0.7,0.3,·,12,2,0.1,-16,?
CCCCc1nnc(NC(=O)C2CCN(c3ncnc4sc(C)c(C)c34)CC2)s1,·,1.4,0,-15,1,0.1,4,5
COCCCn1c(=O)c2ccccc2n(Cc2ccccc2C)c1=O,·,2.3,4,-6,0,0.0,50,1
CC(C)n1c(SCc2ccccc2F)nc2c1c(=O)n(C)c(=O)n2C,·,-0.7,-3,-3,-1,-0.1,16,-11
COc1cc(C2C(C#N)=C(SC)NC3=C2C(=O)CCC3)ccc1O (configuration not stated),5.5,-1.6,-6,-9,-1,0.0,9,2
Cc1ccccc1NC(=O)COc1cccc2c1CCNC2=O,·,0.2,5,-6,-1,0.2,23,12
COc1cccc(-c2cn(CC[C@@H]3CC[C@H](NC(C)=O)[C@@H](CO)O3)nn2)c1,-0.3,-1.7,-11,-8,-1,0.1,16,·
COc1ccc(S(=O)(=O)N(C)C[C@@H]2Oc3c(NC(=O)Nc4ccc(C(F)(F)F)cc4)cccc3C(=O)N([C@@H](C)CO)C[C@H]2C)cc1,·,1.6,1,5,0,-1.0,2,6
c1cncc(CN=C2Nc3ccccc3CS2)c1,·,2.5,·,-15,·,0.0,-1,5
COc1ccc(OCC(O)CNc2ccc(Br)cc2)cc1 (configuration not stated),·,·,·,4,5,·,-6,1
COc1cccc(NC(=O)C2CCN(S(=O)(=O)c3ccc4[nH]c(=O)ccc4c3)CC2)c1,0.0,-1.9,3,-12,-1,0.2,-5,4
CC(NC(=O)c1ccncc1)c1ccc(Br)cc1 (configuration not stated),10.0,0.5,5,-15,-1,0.3,-6,-1
COc1ccc(NC(C)C(=O)N/N=C/c2c(O)ccc3ccccc23)cc1 (configuration not stated),0.2,1.8,3,-28,-3,-0.1,-3,0
NC(=O)C1CCN(C(=O)c2ccc3nc(-c4ccccc4)c(-c4ccccc4)nc3c2)CC1,4.0,-1.9,3,-27,-1,0.1,11,-4
C[C@H](CO)N1C[C@H](C)[C@@H](CN(C)S(=O)(=O)c2cn(C)cn2)Oc2ccc(NS(=O)(=O)c3ccccc3)cc2CC1=O,1.9,-2.1,-1,-7,2,-0.1,11,-6
Cc1cc(Cl)nc(SCC(=O)c2ccccc2)n1,0.6,0.4,-8,7,10,0.0,·,0
CN(CC(=O)NCc1cccnc1)S(=O)(=O)c1ccc(F)cc1,·,-2.4,-1,-6,-1,0.1,33,4
# The list continues.
SMILES,E-sel inducer,CFTR F508del cor,RAD54 branch,RAD52 anneal inh,CASP6 VEID inh,Xi reactivation,INS-1E GSIS act,DENV2 CPE rescue
COC(=O)c1ccc2nc(-c3ccccc3)c(Cc3ccsc3)n2c1,0.3,1.3,1,-57,0,·,-5,-12
COCCOC(=O)N1C(=O)[C@@]2(c3cc(C#CCC(C(=O)OC)C(=O)OC)ccc31)[C@H](C(=O)N1CCc3cc(OC)c(OC)cc3C1)[C@H]1C(=O)O[C@H](c3ccccc3)[C@H](c3ccccc3)N1[C@@H]2c1ccc(O)cc1,·,-1.4,5,-6,0,·,·,2
O=C(Nc1cccc(O)c1)c1cc(-c2ccc3c(c2)OCO3)on1,·,-1.7,-6,-1,-2,-0.1,3,14
COC(=O)/C(=C1\Oc2ccc(C(C)(C)C)cc2S1)C(F)(F)F,·,·,1,-2,3,-0.1,1,-1
CC(Sc1n[nH]c(-c2cccs2)n1)C(=O)Nc1ccc(C(N)=O)cc1 (configuration not stated),-0.7,1.6,-2,-8,1,0.1,6,-9
CSc1ccc(OC2CCCCC2NS(=O)(=O)c2ccc(Cl)cc2)cc1 (configuration not stated),·,·,·,-6,0,-0.1,-19,-2
O=C(COc1ccccc1)Nc1ccccc1F,·,0.1,-1,-8,4,0.0,7,5
O=C1NCCN1c1ccccc1,0.0,3.4,·,-13,-2,-0.1,2,-1
C[C@H]1CN([C@@H](C)CO)S(=O)(=O)c2ccc(-c3cccc(C#N)c3)cc2O[C@H]1CN(C)C(=O)c1ccc(F)cc1,-0.3,-0.4,-1,6,-2,-0.9,-20,-9
CC(C)C(=O)Nc1ccc2c(c1)C(=O)N(C)[C@H]1CC[C@@H](CC(=O)NCCc3ccccc3)O[C@@H]1CO2,1.4,1.1,-3,·,·,0.0,-1,4
O=C(CN1CCN(c2ccccn2)CC1)Nc1ccccc1Br,0.0,1.7,7,-17,-5,0.1,-6,-5
O=[N+]([O-])c1cnc(Nc2ccc(Cl)cn2)c([N+](=O)[O-])c1,-0.1,2.7,2,-2,2,0.0,-4,-16
COCCCn1c(C(=O)NCCN2CCOCC2)cc2c(=O)n3ccccc3nc21,·,-4.4,4,1,-1,0.3,12,12
C[C@@H]1CN([C@H](C)CO)C(=O)c2cccc(NC(=O)C3CC3)c2O[C@@H]1CN(C)CC1CCCCC1,-0.1,3.4,4,-15,0,-0.8,1,-8
Cc1cccc(-c2noc(-c3ccno3)n2)c1,0.0,0.0,·,-3,-4,0.3,-5,-2
COc1ccc([N+](=O)[O-])cc1NCc1cccc([N+](=O)[O-])c1,1.7,·,·,-13,-4,-0.1,18,16
COCC(=O)N(C)C[C@H]1Oc2cc(-c3ccccc3)ccc2S(=O)(=O)N([C@@H](C)CO)C[C@@H]1C,0.7,2.1,10,1,1,-0.2,17,-2
Cc1c(/C=N/O)c2ccccn2c1C=O,0.8,-2.6,·,-23,-1,0.4,16,13
